Screening results: PubChem, several laboratories
HTRA1 inh = blocks human HTRA1 serine peptidase; Q92743; AID 504803; recombinant HTRA1, FP-rhodamine activity-based probe, fluorescence polarization; inhibition, % at 5.96 µM; 0.5% of 340,000 active; in the data active = inhibition above about 36%;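 note: 0% = enzyme with DMSO and 100% = wells lacking enzyme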
Target sequence (Q92743 whole entry, looked up): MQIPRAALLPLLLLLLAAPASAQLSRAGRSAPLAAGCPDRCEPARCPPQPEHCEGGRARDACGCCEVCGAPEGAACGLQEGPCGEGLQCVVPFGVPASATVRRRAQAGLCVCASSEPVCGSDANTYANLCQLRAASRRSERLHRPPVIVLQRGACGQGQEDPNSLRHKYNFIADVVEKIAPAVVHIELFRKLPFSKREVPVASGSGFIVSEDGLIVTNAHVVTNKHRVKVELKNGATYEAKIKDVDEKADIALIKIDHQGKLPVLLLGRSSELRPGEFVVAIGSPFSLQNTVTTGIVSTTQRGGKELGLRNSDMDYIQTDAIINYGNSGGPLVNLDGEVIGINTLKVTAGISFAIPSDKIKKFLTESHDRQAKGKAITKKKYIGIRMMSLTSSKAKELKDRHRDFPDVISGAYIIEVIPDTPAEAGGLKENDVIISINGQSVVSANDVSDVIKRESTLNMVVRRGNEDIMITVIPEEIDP
NR1D1 modulator = modulates human Rev-erb alpha binding to DNA; activity, % at 10 µM; P20393; AID 1259318; Rev-erbα–FITC-DNA binding, fluorescence polarization, 90 min; 0.79% of 370,000 active;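 active = activity above about 14%, limit read from the data; passing the limit was not always enough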;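 note: 0% = DMSO wells with 35 nM protein and 100% = DMSO wells with 750 nM protein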
Target sequence (P20393 whole entry, looked up): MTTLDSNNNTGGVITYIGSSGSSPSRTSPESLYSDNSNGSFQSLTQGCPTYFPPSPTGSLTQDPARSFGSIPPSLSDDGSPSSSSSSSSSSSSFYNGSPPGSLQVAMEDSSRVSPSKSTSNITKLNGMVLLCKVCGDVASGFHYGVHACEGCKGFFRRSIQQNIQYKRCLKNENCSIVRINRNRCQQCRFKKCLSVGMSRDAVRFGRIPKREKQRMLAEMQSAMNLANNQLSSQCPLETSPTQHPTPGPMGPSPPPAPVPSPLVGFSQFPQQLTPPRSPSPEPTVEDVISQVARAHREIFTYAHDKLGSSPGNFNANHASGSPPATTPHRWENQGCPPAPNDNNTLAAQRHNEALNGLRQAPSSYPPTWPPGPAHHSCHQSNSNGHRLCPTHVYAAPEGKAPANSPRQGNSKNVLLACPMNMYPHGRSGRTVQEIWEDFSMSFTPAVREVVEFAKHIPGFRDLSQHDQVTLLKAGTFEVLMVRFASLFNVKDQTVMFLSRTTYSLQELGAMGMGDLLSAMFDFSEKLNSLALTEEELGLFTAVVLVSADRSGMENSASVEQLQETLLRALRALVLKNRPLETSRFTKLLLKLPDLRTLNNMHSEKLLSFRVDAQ
PG9 binder = binds the HIV-1 gp120 antibody PG9; TR-FRET gp120-PG9 antibody binding; inhibition, % at 6.7 µM; 0.43% of 360,000 active; AID 624416; in the data active = inhibition above about 8.5%
TDP2 absorb = TDP2 (human) inhibition, absorbance primary screen; inhibition, % at 12.8 µM; 0.34% of 370,000 active; AID 720702; recombinant TDP2, T5PNP hydrolysis, p-nitrophenol absorbance 415 nm;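 active = inhibition above the mean of all tested compounds plus 3 SD, set per campaign, cut at about 25% in these data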;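 note: 0% = DMSO with enzyme and 100% = buffer with substrate but no TDP2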
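Assay system: recombinant human TDP2 / Reagent: T5PNP substrate at 5 mM, a TopII-DNA adduct mimic / Measured by: epi absorbance from released p-nitrophenol / Evaluation: % inhibition relative to enzyme-containing and enzyme-free wells / Control set: enzyme-free and DMSO wells / Replicates: each compound tested once, singlicate / Schedule: enzyme reaction with compound for 2 h at 37 °C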
LEDGF integ inh = blocks HIV-1 LEDGF/p75-dependent DNA integration; TR-FRET IN-LEDGF/p75 DNA integration, Eu/Cy5; inhibition, % at 3.7 µM; 0.64% of 370,000 active;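 active = inhibition above the screen-wide mean plus 3 SD, cut at about 13% in these data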;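 note: signal is the Cy5 over europium emission ratio at 671 and 618 nm; 0% = plate median of compound wells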
PRMT1 inh = PRMT1 (human) inhibition, primary screen; 1.3% of 370,000 active; inhibition, % at 2.79 µM; Q99873; recombinant PRMT1, activity-based probe fluorescence polarization; AID 652257;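 active = inhibition above about 21% made by adding two undisclosed values, limit read from the data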
TCR CD3 inh = inhibitors of human TCR-CD3 interaction | TAMRA-labeled TCR probe fluorescence, biochemical | inhibition, % at 9.4 µM | 0.37% of 360,000 active; in the data active = inhibition above about 19%;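 note: recombinant mutant TCR 2C K166C tagged with TAMRA read by polarization; 0% = receptor in buffer alone and 100% = receptor with positive control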
rCAG binder = r(CAG) repeat RNA binding; TO-PRO-1 dye displacement fluorescence; inhibition, % at 3 µM; 1.3% of 370,000 active;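 active = inhibition above the plate cutoff, the mean of all test compounds on that plate plus 3 SD, cut at about 35% in these data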;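 note: 0% = DMSO alone and 100% = 100 µM mitoxantrone as full dye displacement; higher means more dye released from RNA so lower well fluorescence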
ABHD4 inh = ABHD4 (mouse) inhibition, primary FP screen; Q8VD66; purified mABHD4, FP-Rh probe fluorescence polarization; inhibition, % at 8.92 µM; 0.54% of 370,000 active;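 active = inhibition exceeding the mean over every tested compound plus 3 SD, cut at about 30% in these data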;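 note: 0% = plate median of compound wells and 100% = S159A mutant with DMSO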
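Assay system: Wild-type mouse ABHD4 protein | Medium: HEPES pH 7.0 buffer, 150 mM NaCl, 0.01% Pluronic F-127 | Incubation: Enzyme–compound pre-incubation 45 min, then probe 60 min, both 25 °C | Technique: Fluorescence polarization with parallel and perpendicular emission, 525/598 nm | Evaluation: % inhibition of FP-Rh probe binding versus controls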
SIAE primary = inhibitors of human sialic acid acetylesterase SIAE; inhibition, % at 9.66 µM; SIAE FP-Rh probe binding, fluorescence polarization; 0.69% of 370,000 active; Q9HAT2;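 active = inhibition above a cutoff: mean of compounds within the control limits plus 3 SD of those, cut at about 17% in these data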;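 note: 0% = plate median of compound wells and 100% = probe without SIAE protein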
Numbers without * were called inactive; . = not tested or not shown.

SMILES	HTRA1 inh	NR1D1 modulator	PG9 binder	TDP2 absorb	LEDGF integ inh	PRMT1 inh	TCR CD3 inh	rCAG binder	ABHD4 inh	SIAE primary
N/C(Cc1nc(-c2ccc(Cl)cc2)cs1)=N/O	-1	-3	1.1	2	-3	-3	13	-1	-7	4
O=C1C(=C(c2ccccc2)c2ccccc2)Nc2ccccc21	13	10	-1.7	-7	-2	4	-12	4	5	4
CCn1c(SCC(=O)N2c3ccccc3CCc3ccccc32)nc2c1c(=O)n(C)c(=O)n2C	0	1	1.2	10	-2	-2	-2	1	-2	1
CCCCNCC1CCCO1 (stereo unspecified)	-17	5	0.4	21	2	-3	4	-1	-2	3
CN(C(=O)COc1coc(CN2CCN(c3ccccc3)CC2)cc1=O)c1ccccc1	-1	1	-0.1	-8	2	-1	1	-12	-2	12
COc1ccc(C)cc1N(C(=O)CNC(=O)c1ccco1)C(C(=O)NCC1CCCO1)c1ccccc1 (stereo unspecified)	0	8	-1.2	8	0	-1	6	-6	0	5
CC(=O)Nc1ccccc1NC(=O)CC(C)(C)C	-3	-6	-0.3	-6	0	0	-7	4	-9	-2
COCCNS(=O)(=O)c1ccc2c3c(cccc13)C(=O)N2C	-5	-5	2.1	2	5	4	-1	0	2	3
NC(=O)C1(NC(=O)[C@@H]2CC3(CC(c4cccc(NC(=O)[C@@H]5CCC(=O)N5)c4)=NO3)CN2C(=O)c2ccccc2)CC1 (stereo partly specified)	3	3	-1.0	4	1	-2	4	0	3	-4
Cc1ccc(C)c(Cn2nnc3c(=O)[nH]c(C4CCCN(C(=O)c5ccco5)C4)nc32)c1 (stereo unspecified)	-12	-4	-2.1	8	1	-4	-2	-2	-6	1
Cc1nnc(NC(=O)CN2C(=O)c3ccccc3S2(=O)=O)s1	3	0	0.1	10	-1	-1	6	5	-5	1
CC(C)C(C)(C#N)NC(=O)CSc1nnc(-c2ccccc2)o1 (stereo unspecified)	1	-6	0.4	1	-1	-2	3	0	2	-1

Copied from the list.
Result of COCCNS(=O)(=O)c1ccc2c3c(cccc13)C(=O)N2C in TCR CD3 inh: -1
Result of Cc1ccc(C)c(Cn2nnc3c(=O)[nH]c(C4CCCN(C(=O)c5ccco5)C4)nc32)c1 (stereo unspecified) in NR1D1 modulator: -4
Result of O=C1C(=C(c2ccccc2)c2ccccc2)Nc2ccccc21 in rCAG binder: 4

(more compounds)
SMILES	HTRA1 inh	NR1D1 modulator	PG9 binder	TDP2 absorb	LEDGF integ inh	PRMT1 inh	TCR CD3 inh	rCAG binder	ABHD4 inh	SIAE primary
COc1ccc(/C=N/n2c(C)nc3sc(C)c(C)c3c2=O)cc1	.	4	-0.1	9	0	4	-8	-1	-4	-1
CCc1ccc(Nc2ncc3c(n2)CC(C)(C)CC3=O)cc1	-7	-5	-1.7	11	3	-4	1	-6	3	-8
Cc1ccc(-c2cc(C(=O)OCC(=O)Nc3ncc(C(F)(F)F)cc3Cl)c3ccccc3n2)cc1	1	4	-1.6	-8	0	-1	3	4	-4	1
Cc1ccn2c(=O)nc(SCc3cccc(C(F)(F)F)c3)nc2c1	-7	-5	0.6	-2	2	4	-5	-5	-7	-6
Cc1c(C(=O)Nc2nc3ccccc3[nH]2)oc2ccc(Br)cc12	-13	3	0.7	4	1	0	-5	1	8	-19
COc1ccc(N2C(=O)CC(N(CCc3ccc(S(N)(=O)=O)cc3)C(=S)Nc3ccccc3)C2=O)cc1 (stereo unspecified)	-22	2	0.7	-11	-7	7	-2	29	-13	-17
Cc1noc2ncnc(N3CCCCC3)c12	0	-7	-1.3	9	0	-4	7	-9	1	3
CCOc1cc(/C=C(/C#N)c2ccc(Cl)cc2)cc(Cl)c1OCC(=O)O	-5	-1	1.9	-6	-3	10	-1	17	8	-24
CSc1nncc(-c2ccc(F)c(F)c2)n1	3	2	-2.8	12	-2	-2	5	7	1	2
CC(Cc1nnc(N)s1)c1ccccc1 (stereo unspecified)	10	-1	0.7	-13	1	15	-4	-3	-12	4
O=c1c2ccccc2c(-c2ccccc2)nn1-c1cc(Cl)ccc1[N+](=O)[O-]	-8	3	-0.9	-9	-4	1	-12	-2	-8	-4
O=C(NC1CCCc2ccccc21)C12CC3CC(CC(O)(C3)C1)C2 (stereo unspecified)	-6	1	2.4	-2	0	3	-7	-3	-9	-1

Limited to TCR CD3 inh and NR1D1 modulator (2 entries from above):
structure,TCR CD3 inh,NR1D1 modulator
COc1ccc(/C=N/n2c(C)nc3sc(C)c(C)c3c2=O)cc1,-8,4
CCc1ccc(Nc2ncc3c(n2)CC(C)(C)CC3=O)cc1,1,-5

(more compounds)
SMILES	HTRA1 inh	NR1D1 modulator	PG9 binder	TDP2 absorb	LEDGF integ inh	PRMT1 inh	TCR CD3 inh	rCAG binder	ABHD4 inh	SIAE primary
CCN(CC(=O)Nc1ccc(NC(C)=O)cc1)C(=O)COc1ccccc1Cc1ccccc1	-6	-1	0.9	-2	-4	3	1	2	-15	-2
Cc1cc(NC(=O)C2(c3ccccc3)CCCC2)no1	-5	1	-2.1	4	1	-3	2	-4	-1	0
Cc1nc(SCCC(C)C)c([N+](=O)[O-])[nH]1	1	-4	-1.1	-15	0	-2	-2	-2	2	0
CC1CCN(CCCNC(=O)CN2C(=O)CSc3ccc(S(=O)(=O)N4CCC(C)CC4)cc32)CC1	3	-1	-1.0	10	0	0	6	-3	3	6
CC1CCN(C(=O)c2[nH]cnc2C(=O)N[C@@H](Cc2ccccc2)C(=O)OC(C)(C)C)CC1	-4	0	-1.2	-6	-2	2	-7	-11	6	6
CCCN1Cc2cc(OC)ccc2-c2ccccc2S1(=O)=O	1	1	-1.8	4	-2	3	0	0	-2	-2
CN(CCc1ccccn1)Cc1ccc(Cl)cc1Cl	6	-2	-3.4	8	2	1	6	-6	8	2
c1ccc2c(C(c3nnnn3-c3ccc4c(c3)OCCO4)N3CCCC3)ccnc2c1 (stereo unspecified)	.	-3	-1.6	2	-1	3	2	5	8	9
O=C(O)c1ccccc1-c1ccccc1C(=O)Nc1nccs1	-4	-3	1.5	-5	-5	6	-8	2	0	-5
O=S(=O)(c1ccc(NC(=S)NCc2ccco2)cc1)N1CCCC1	2	4	-1.7	-17	2	-2	7	5	-8	-2
COc1cc2nc(N(CCCN(C)C)C(=O)c3ccc(S(=O)(=O)N4CCc5ccccc5C4)cc3)sc2cc1OC	-11	4	-0.6	12	0	0	0	0	11	4
Cc1nn(CCO)c(N)c1C1(O)C(=O)Nc2c(Cl)cc(Cl)cc21 (stereo unspecified)	2	-5	-0.2	28*	1	0	7	-1	3	4
CC(C)CCN(CCC(C)C)C/C(O)=C(\C#N)c1nc(-c2ccccc2)cs1	3	-2	0.9	1	2	0	7	5	10	-2
O=C(N/N=C1\C/C(=N\NC(=O)c2ccncc2)c2ccccc21)c1ccncc1	29	-1	-5.0	19	2	6	-5	32	39*	7
O=C(NC(NC(=S)Nc1ccccc1)C(Cl)(Cl)Cl)c1cccc(Cl)c1 (stereo unspecified)	-77	5	6.8	-4	-3	-1	8	14	-81	-147
O=C(NC(=S)N1CCN(Cc2ccccc2)CC1)c1cccnc1	0	1	-0.5	4	2	2	-2	-2	4	1
N=c1oc2ccccc2cc1-c1nc2ccccc2c(=O)[nH]1	4	-7	-0.1	8	3	4	4	3	5	0
C[C@@H]1CN([C@H](C)CO)C(=O)CCCn2nncc2CO[C@@H]1CN(C)S(=O)(=O)c1ccc(Cl)cc1	1	3	1.5	-13	9	0	5	0	-7	-14
COC(=O)CCC(=O)NN1C(=O)c2ccccc2C1=O	1	0	-0.5	-11	3	-1	-4	-3	0	-3
O=C1CC(C(=O)N(c2cccc(F)c2)C(C(=O)NC2CCCC2)c2ccccn2)CS1 (stereo unspecified)	5	5	0.0	5	2	1	-3	-7	-1	3
O=C(NCc1ccccn1)c1cc(-c2ccc(Cl)cc2)nc2ccccc12	-10	-1	-2.3	5	2	-2	5	1	-5	-3
CCCCn1c(=O)[nH]c(=O)c2c1nc(-c1ccc3ccccc3c1)n2CC	-21	1	-0.3	0	-4	-3	12	-1	1	1
CCCc1cc(=O)oc2cc(OC(C)C(=O)NCC3CCC(C(=O)O)CC3)ccc12 (stereo unspecified)	1	-5	-1.5	6	2	4	-9	6	29	0
C[C@@H]1CN([C@H](C)CO)S(=O)(=O)c2ccc(C#CC3CCCC3)cc2O[C@H]1CN(C)C(=O)Cc1ccccc1	-54	-4	-1.2	-5	3	-2	0	4	-12	-5
Cc1ccc(-c2cccc3[nH]cc(C)c23)s1	.	14	.	-2	1	-1	.	3	-9	14
COc1ccccc1NC(=O)c1cc2c(CO)cnc(C)c2oc1=Nc1ccc(OC)c(OC)c1	17	-22	-0.3	-12	-4	11	-5	5	-10	-16
Cc1cccc(C(=O)Nc2c3c(nn2C(C)(C)C)CS(=O)(=O)C3)c1	2	-6	-0.3	-5	2	-4	9	-3	0	2
COCCCNC(=S)NNC(=O)c1cc(-c2cccnc2)nc2ccccc12	5	-4	0.3	3	1	-4	-1	6	-1	11
COc1ccc(N2CCN(C(CNC(=O)c3ccco3)c3cccnc3)CC2)cc1 (stereo unspecified)	0	2	0.5	1	-4	0	2	-2	3	-1
C=CCOc1ccc(C2/C(=C(\O)c3c(C)[nH]c(C(=O)OC)c3C)C(=O)C(=O)N2CCN(C)C)cc1 (stereo unspecified)	-1	-5	2.0	10	0	2	0	4	6	0
Cc1ccc(F)c(S(=O)(=O)NC(=O)C2(C)CCN2C(=O)C/C=C/c2ccccc2)c1 (stereo unspecified)	.	-10	-0.7	5	0	0	1	17	8	5
COc1ccc(OC)c(NC(=O)CN2CCC(NC(=O)c3ccccc3C)CC2)c1	5	-2	0.9	3	2	2	-2	-7	4	-3
S=c1[nH]nc(-c2cccc(Cl)c2)n1/N=C/c1ccc(-c2ccccc2Br)o1	5	-5	1.3	9	-1	-1	0	3	1	-16
CC(C)(C)OC(=O)N[C@@H](Cc1ccccc1)C(=O)NCC1CCC(C(=O)O)CC1 (stereo partly specified)	11	-1	0.3	5	-4	4	-3	-3	2	-5
CC1(C(=O)NS(=O)(=O)c2ccc(F)cc2F)CCN1C(=O)c1ccccc1 (stereo unspecified)	.	-1	0.5	-5	3	-6	-1	1	3	0
COc1ccccc1CC(=O)Nc1ccc(-c2nnc(-c3ccco3)o2)cc1	-30	-3	-1.2	-5	3	2	5	8	-9	-11
COc1ccc(OCC(O)Cn2c(N3CCCCC3)nc3c2c(=O)n(C)c(=O)n3C)cc1 (stereo unspecified)	4	-1	-0.4	6	0	-1	4	-5	1	5
O=C(NCCC1=CCCCC1)C(=O)NCc1ccccc1Cl	0	-2	2.8	2	0	1	3	-1	-2	1
O=C(NC(=S)Nc1ccc(N2CCOCC2)c(Cl)c1)C(c1ccccc1)c1ccccc1	-64	3	-0.5	-1	2	2	-7	7	-9	-19
CCC1(C)NC(=O)N(CC(=O)Nc2sc3c(c2C(=O)OC)CCCCC3)C1=O (stereo unspecified)	-11	-3	-0.2	-26	2	0	-3	10	-7	-4

Some of the compounds tested; the hit share may differ from the screen's.
